M4 antag: human M4 muscarinic receptor antagonists, primary screen, CHO cells, Fluo-8 calcium fluorescence; Muscarinic acetylcholine receptor M4 (Homo sapiens), P08173; CHO-hM4 cells, ACh EC80; inhibition, % at 3 µM; 360,000 tested, 0.73% active; AID 624125, 2012;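 active = inhibition above its plate's cutoff, the mean inhibition of sample wells plus 3 SD, cut at about 27% in these data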;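 also: 0% = acetylcholine EC80 with DMSO and 100% = DMSO without agonist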
Target sequence (P08173 whole entry, looked up): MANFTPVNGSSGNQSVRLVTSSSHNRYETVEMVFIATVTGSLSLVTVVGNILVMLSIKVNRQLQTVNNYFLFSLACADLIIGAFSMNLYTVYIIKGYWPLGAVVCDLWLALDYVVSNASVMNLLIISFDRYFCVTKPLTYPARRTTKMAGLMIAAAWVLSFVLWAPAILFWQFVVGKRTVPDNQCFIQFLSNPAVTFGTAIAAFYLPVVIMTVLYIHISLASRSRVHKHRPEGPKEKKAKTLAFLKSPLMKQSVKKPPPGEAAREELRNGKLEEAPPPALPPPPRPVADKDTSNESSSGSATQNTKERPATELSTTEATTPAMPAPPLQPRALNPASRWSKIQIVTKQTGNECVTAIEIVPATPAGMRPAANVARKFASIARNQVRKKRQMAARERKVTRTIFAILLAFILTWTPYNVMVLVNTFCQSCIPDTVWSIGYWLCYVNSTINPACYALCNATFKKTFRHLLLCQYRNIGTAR
M1 PAM: human M1 muscarinic receptor positive allosteric modulators, primary screen, CHO-K1 cells, Fluo-8 calcium fluorescence, 1536-well | activation, % at 3 µM | CHO-K1 hM1, ACh EC20; 0% = ACh EC20, 100% = maximal ACh | AID 588819, 2011 | 360,000 tested, 0.088% active; in the data active = activation above about 19%, passing the limit was not always enough
CRFBP-R2 agonist: agonists of CRF-BP/CRF-R2 complex, primary screen, cell-based, HEK293, calcium dye fluorescence, uHTS | CRF-binding protein / CRF receptor 2 complex (human) | 350,000 tested, 0.46% active | calcium dye fluorescence (FLIPR); percent of saturating CRF peptide response | activation, % at 13.2 µM | AID 588473, 2011;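 active = activation of at least 50%, plus an integration ratio under a set limit after plate pattern correction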;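 also: plate controls were neutral control wells without compound for no effect and CRF at EC100 for full effect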
M5 PAM: human M5 muscarinic receptor positive allosteric modulators, primary screen, CHO-K1 cells, Fluo-8 calcium fluorescence. Muscarinic acetylcholine receptor M5 (Homo sapiens), P08912. CHO-K1 hM5, ACh EC20 PAM; 0% = ACh EC20, 100% = ACh EC100. activation, % at 3 µM. 360,000 tested, 0.3% active;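 active = activation above the run cutoff, the mean activation of all test compounds plus 3 SD, cut at about 18% in these data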
Target sequence (P08912 whole entry, looked up): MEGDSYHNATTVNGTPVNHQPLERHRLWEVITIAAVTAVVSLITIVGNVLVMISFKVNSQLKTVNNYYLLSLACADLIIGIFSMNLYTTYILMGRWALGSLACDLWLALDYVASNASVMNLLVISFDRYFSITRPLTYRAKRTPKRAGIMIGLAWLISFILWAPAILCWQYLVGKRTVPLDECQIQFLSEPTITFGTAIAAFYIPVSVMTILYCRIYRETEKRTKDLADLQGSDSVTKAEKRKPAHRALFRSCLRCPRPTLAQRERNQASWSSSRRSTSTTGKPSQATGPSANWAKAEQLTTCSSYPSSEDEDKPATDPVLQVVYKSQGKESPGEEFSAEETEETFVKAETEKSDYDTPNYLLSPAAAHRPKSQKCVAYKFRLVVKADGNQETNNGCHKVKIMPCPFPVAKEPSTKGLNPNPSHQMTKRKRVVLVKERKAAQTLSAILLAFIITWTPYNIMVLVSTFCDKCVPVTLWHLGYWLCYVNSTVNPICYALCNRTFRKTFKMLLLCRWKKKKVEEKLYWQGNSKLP
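Assay system: CHO-K1 hM5 cells / Incubation: Fluo-8 loading 80 min at 37 °C plus 30 min room temperature / Technique: Fluo-8 calcium dye fluorescence, kinetic read / Repeats: single replicate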
CHRM5 agonist: human M5 muscarinic receptor agonists, primary screen, CHO-K1 cells, Fluo-8 calcium fluorescence. activation, % at 3 µM. 360,000 tested, 0.19% active. Muscarinic acetylcholine receptor M5 (Homo sapiens), P08912. CHO-K1 hM5 cells; 0% DMSO wells, 100% maximal acetylcholine response;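 active = activation above the run's mean over test compounds plus 3 SD, cut at about 23% in these data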;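 also: signal is peak over basal fluorescence ratio across the kinetic read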
CHRM4 PAM: human M4 muscarinic receptor positive allosteric modulators, primary screen, CHO-K1 cells, Fluo-8 calcium fluorescence; Muscarinic acetylcholine receptor M4 (Homo sapiens), P08173; CHO-K1 hM4/Gqi5, ACh EC20; 0% = ACh EC20, 100% = maximal ACh; activation, % at 3 µM; 360,000 tested, 0.4% active; AID 624126, 2012;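 active = activation above its plate's cutoff, the mean activation of sample wells plus 3 SD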; also: some results filed as inactive read as strong as hits
CHRM5 antagonist: human M5 muscarinic receptor antagonists, primary screen, CHO cells, Fluo-8 calcium fluorescence. Muscarinic acetylcholine receptor M5 (Homo sapiens), P08912. inhibition, % at 3 µM. 360,000 tested, 0.59% active. CHO-hM5 cells, ACh EC80;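 active = inhibition above a per-plate cutoff, the mean of that plate's test compounds plus 3 SD, cut at about 27% in these data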;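 also: 0% = acetylcholine EC80 with DMSO and 100% = DMSO without agonist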
M1 antag: human M1 muscarinic receptor antagonists, primary screen, CHO-K1 cells, Fluo-8 calcium fluorescence, 1536-well; Muscarinic acetylcholine receptor M1 (Homo sapiens), P11229; 360,000 tested, 1.3% active; inhibition, % at 3 µM; CHO-K1 hM1, ACh EC80 antagonist;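 active = percent inhibition above its own plate's cutoff, namely the mean of that plate's compound wells plus 3 SD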;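 also: peak over basal fluorescence ratio during 140 s after agonist addition; 0% = ACh EC80 plus DMSO and 100% = DMSO alone without agonist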
CHRM4 agonist: human M4 muscarinic receptor agonists, primary screen, CHO-K1 cells, Fluo-8 calcium fluorescence. Muscarinic acetylcholine receptor M4 (Homo sapiens), P08173. CHO-K1 hM4/Gqi5; vehicle 0%, full acetylcholine response 100%. activation, % at 3 µM. 360,000 tested, 0.14% active. AID 624127, 2012;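 active = activation above the run mean over all test wells plus 3 SD, cut at about 32% in these data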;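 also: peak over basal fluorescence ratio per well then scaled between controls; 0% = DMSO wells and 100% = acetylcholine at EC100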
Numbers without * were called inactive; x = no result given.

The line under a structure holds: M4 antag, M1 PAM, CRFBP-R2 agonist, M5 PAM, CHRM5 agonist, CHRM4 agonist, M1 antag, CHRM4 PAM, CHRM5 antagonist
- O=C1CSC(c2cccnc2)N1Cc1cccnc1 (stereo not given)
  -0.4, 1.4, -1.2, -17.2, 7.2, 10.2, 3.1, -31.0, 12.5
- CCN(CC)CCCOC(=O)C(c1ccccc1)c1ccccc1
  91.2*, -33.8, -0.2, -23.8, -5.9, 2.1, 100.6*, -14.7, 98.2*
- O/N=C/c1cn(-c2ccccc2)nc1-c1cccnc1
  -4.6, 9.2, -1.8, 13.0, 2.8, 2.8, -11.3, 7.3, -3.4
- CC(=O)C1=CN(CC2CCCCC2)CCC1=O
  -10.8, 13.3, 3.5, 1.6, -1.2, 0.4, -16.9, 10.6, -1.7
- CCCS(=O)(=O)NC(=O)C1(C)CCCN(C(=O)c2ccc3ccccc3n2)C1 (stereo not given)
  -9.2, 0.6, x, -1.2, 0.3, 0.4, -5.0, 2.7, 5.1
- O=S(=O)(NCc1csc(-c2cccs2)n1)c1cccc(C(F)(F)F)c1
  -16.7, 1.1, -0.6, 0.3, 0.9, 0.2, -4.3, -4.7, 4.4
- CN(C)S(=O)(=O)c1cccc(NC(=S)N/N=C/c2cccc(O)c2)c1
  -0.2, -8.7, -0.2, -12.6, 2.5, 7.0, 8.2, -9.9, 2.8
- COc1ccc(CCn2c(=N)c(C(=O)NCc3ccco3)cc3c(=O)n4ccccc4nc32)cc1
  7.8, -7.9, 3.2, -7.7, -5.2, 3.3, 6.2, -12.4, 5.1
- O=C(c1cccc(C(F)(F)F)c1)N1CCN(c2cc(=O)[nH]nc2-c2ccccc2)CC1
  -4.9, 9.1, -1.0, 9.4, 2.6, 2.0, -10.3, 13.2, -6.7
- CSc1ccc(Cn2c(C)c(C(=O)NCc3ccc(C(C)C)cc3)sc2=O)cc1
  2.2, -7.6, x, -9.8, -0.3, 1.6, -3.1, -4.8, 2.0
- CCOCCCNS(=O)(=O)c1ccc2c(c1)oc(=O)n2CC(=O)OCC
  -4.5, -0.1, 5.5, 1.9, 4.0, 3.2, -2.5, 3.6, -4.5
- Cn1c(=O)c(Sc2ccc(Cl)cc2)c(O)c2ccccc21
  -2.1, 5.4, 1.0, -7.4, -0.5, -1.6, -2.7, 8.3, 13.8
- CCN(CC(=O)Nc1cccc(S(N)(=O)=O)c1)Cc1nc2ccccc2c(=O)[nH]1
  2.9, 7.5, 2.0, 6.5, -3.6, 0.3, -14.1, -2.5, -0.4
- CCOC(=O)Cn1cncc1-c1ccc([N+](=O)[O-])cc1
  2.9, -4.5, -1.0, 0.6, -1.1, 0.9, 6.0, 2.6, 0.6
- CC(C)Oc1cc2ccccc2cc1CNC[C@H]1O[C@@H](n2cnc3c(N)ncnc32)[C@H](O)[C@@H]1O
  5.6, 4.2, -0.4, -0.3, -1.5, 0.0, -7.7, -5.3, 1.3
- COc1ccc(S(=O)(=O)N2CCN(Cc3cccc([N+](=O)[O-])c3)CC2)cc1
  7.5, -2.3, -0.3, -7.0, -4.2, 1.2, -1.3, -3.1, 5.2
- Cc1ccc(S(=O)(=O)N2CCC(C(=O)NCC3CC3)CC2)cc1
  1.9, 11.0, -0.1, 0.7, -1.8, 2.2, -7.5, 5.3, 2.2
- O=C(/C=C\c1ccco1)Nc1nc(-c2ccccc2)cs1
  -7.3, 6.3, 0.1, -0.1, 1.7, 0.2, -8.0, 4.7, 1.2
- N/C(=N\OC(=O)c1cccc([N+](=O)[O-])c1)c1cccnc1
  -2.6, 9.1, -0.8, -4.5, 1.5, 4.8, 0.1, 25.0*, 5.7
- NC(=O)c1nn2c(C(F)(F)F)cc(-c3ccccc3)nc2c1Br
  -7.9, 20.1, -1.2, -3.6, -7.1, 0.8, -34.5, -2.4, -0.7
- Cc1cc(C)c(C(=O)NNC(=O)c2cccnc2)c(C)c1
  4.5, 13.5, -0.5, 2.2, -2.4, 0.2, -4.9, 1.1, 11.5
- Cc1ccc(-c2csc(NC(=O)COc3ccc(N(C)S(=O)(=O)c4ccc(C)cc4)cc3)n2)cc1
  -4.2, -6.7, 5.2, -2.8, -2.8, 1.6, 8.8, -0.7, 4.4
- COc1cc(NC(=O)c2cc3nc(-c4ccccc4)cc(-c4ccccc4)n3n2)cc(OC)c1OC
  1.7, 1.5, 1.7, 3.2, 1.2, 0.2, -5.0, 1.1, 5.2
- O=C(Nc1ccncc1)c1c(F)c(F)c(F)c(F)c1F
  2.4, 13.2, 1.5, 13.3, 9.4, 0.1, -17.8, 2.6, -7.8
- O=S(=O)(N=S(N1CCCCC1)N1CCCCC1)c1ccccc1
  2.6, -1.1, -0.6, -2.3, -1.1, -0.1, 6.8, -1.7, 2.7
- C=CCn1c(SCC(=O)N(C)C)nc2cc(C(=O)O)ccc2c1=O
  2.2, 9.7, -0.8, 4.0, 0.5, 0.4, -10.4, -2.2, 5.8
- Cc1nn(CC(=O)N2CCCCC2)c(=O)c2nn(-c3ccccc3)c(C)c12
  -9.3, -0.5, -0.3, -0.8, -1.0, 1.3, -1.3, 0.1, -7.0
- CCOc1cccc(-c2cc(-c3n[nH]c(=S)n3CC)c3ccccc3n2)c1
  4.5, -3.1, 1.6, -9.9, -7.7, -2.3, 3.2, -1.9, 2.8
- COc1cc(CNCCSc2nnnn2C)cc(Br)c1OCc1ccccc1F
  7.7, -0.4, -1.4, 3.4, -2.9, 3.9, 5.7, 14.1, -3.7
- O=C(O)[C@H]1CCCC[C@H]1C(=O)NCCc1ccccc1
  9.1, 1.6, 0.2, -3.6, -1.9, 0.8, 2.1, 8.1, -4.5
- COc1ccc(C)cc1N(CC(N)=O)S(=O)(=O)c1ccc(C)cc1
  11.4, 9.8, -1.2, -5.9, -4.9, 0.5, 4.8, -3.3, 0.2
- COC(=O)[C@]1(Cc2ccccc2)N[C@H](CN(C)S(=O)(=O)c2ccc(OC(F)(F)F)cc2)[C@@H]2C(=O)N(C)C(=O)[C@@H]21
  0.3, 5.4, 0.0, 5.1, -1.4, 0.7, -5.0, -1.8, -2.8
- COc1ccc(S(=O)(=O)N(C)C[C@H]2Oc3ccc(NC(=O)Nc4c(C)noc4C)cc3C(=O)N([C@H](C)CO)C[C@@H]2C)cc1
  6.7, 5.8, 2.6, 1.4, -2.2, -0.3, -12.2, -0.1, 15.8
- O=C(Nc1cccc([N+](=O)[O-])c1)N1CCCCCC1
  -10.3, 7.4, -1.1, 0.6, -4.5, 0.7, -13.1, 11.1, -3.1
- COc1cc(NC(=O)c2ccc3snnc3c2)cc(OC)c1
  7.5, 9.2, -5.3, -0.4, -1.1, 0.8, -9.2, 5.6, 7.7
- COc1cccc(-c2cc3nc(Nc4ccc(OC)c(OC)c4)n(C)c(=O)c3s2)c1
  -7.6, -2.5, x, -6.2, -0.8, 3.6, -2.8, -1.3, 0.6
- Cc1cc(C)c(C#N)c(SCC(=O)CC(=O)OC(C)C)n1
  -0.5, -1.1, -2.0, -4.4, -2.7, 1.5, -21.0, 2.1, -6.6
- COc1ccc2nc(NC(=O)C3CCN(S(=O)(=O)c4cccc5nsnc45)CC3)sc2c1
  16.5, -7.5, -1.2, -39.4, 2.4, 16.3, 17.2, -10.6, 15.5
- CCOC(=O)C1=NOC2(C1)C(=O)Nc1ccc(OC(F)(F)F)cc12 (stereo not given)
  8.8, x, x, 4.8, -0.1, 1.3, x, -0.3, -2.9
- COc1ccccc1-c1cn(C(C)(C)C)nc1C
  -1.5, -0.8, -1.9, 1.4, -2.9, 0.1, 7.6, 8.9, -0.1
- Cc1nn(C)c(=O)n1N(C)c1ncc(C(F)(F)F)cc1Cl
  -2.6, 8.4, -0.8, -1.3, -3.2, 0.4, -7.2, 7.1, 8.0
- CC12CCC3c4cc(CN5CCOCC5)c(O)cc4CCC3C1CCC2=O (stereo not given)
  4.5, 1.4, -0.4, 0.3, -2.2, 0.2, -5.9, 1.6, 6.5
- CCN(Cc1ccccc1)C(c1cccc(C#N)c1)c1nnnn1C(C)(C)C (stereo not given)
  -0.5, -10.1, -1.1, -8.4, 0.6, 0.1, 4.1, -1.7, 5.5
- Cc1cc(-c2nc3ccccc3s2)ccc1N
  -5.4, 1.3, 3.4, -12.5, 0.7, 2.6, -10.5, 2.3, 11.1
- COc1ccc2c(c1[N+](=O)[O-])CCC/C2=N/OC(=O)c1cccc2ccccc12
  9.1, 2.3, -0.8, 4.9, -3.8, 0.2, -1.6, 16.4, 7.2
- OC(c1ccc(Cl)c(F)c1)c1ncc(-c2ccccc2C(F)(F)F)[nH]1 (stereo not given)
  5.2, -8.1, x, -4.7, 0.7, 1.6, 0.7, -7.4, 3.9
- Nc1nonc1C(=O)NC(c1ccccc1)c1ccccc1
  -14.3, -1.1, -1.5, 7.1, -4.5, -1.4, 7.6, 9.7, -7.3
- O=C(NCCc1c[nH]c2ccccc12)c1[nH]c(C(F)(F)F)nc1-c1ccccc1
  9.2, -7.0, x, -4.7, 3.5, 5.1, -13.0, -11.9, 12.9
- COc1ccc(N(CC(=O)N2CCN(C)CC2)S(=O)(=O)c2ccccc2)cc1
  -15.6, 7.5, 1.3, -4.2, -3.0, 0.9, -13.6, 3.5, 5.5
- COc1ccccc1OCCn1cc(/C=C(\C#N)C(=O)NCc2cccs2)c2ccccc21
  -2.1, 10.3, -3.1, -3.1, -1.1, 1.8, -6.8, 4.7, 6.7

Next records follow:
The line under a structure holds: M4 antag, M1 PAM, CRFBP-R2 agonist, M5 PAM, CHRM5 agonist, CHRM4 agonist, M1 antag, CHRM4 PAM, CHRM5 antagonist
- O=C1CSC(=S)N1Cc1ccccc1
  2.5, 0.9, -2.2, 0.1, -0.9, 2.1, -12.4, -2.4, 2.0
- COc1ccc(Cl)cc1-c1nc(SCC(=O)NC(C)C)n[nH]1
  -21.4, 7.5, -0.3, 1.4, -0.4, 2.7, -7.2, 14.3, 6.3
- O=c1nccc(N/N=C/c2ccccc2)[nH]1
  -1.6, 3.6, 0.2, 1.0, -2.0, 0.0, -2.0, 2.9, -2.7
- CN(CC(=O)Nc1ccccc1Cl)C(=O)c1ccc(Cl)c(S(=O)(=O)N2CCCCCC2)c1
  9.0, -8.9, -4.3, -24.0, 0.1, 16.0, 9.7, -6.9, 20.0
- CCn1cc(CN2CCC(n3nccc3NC(=O)CCOc3ccccc3)CC2)c(C)n1
  5.1, 11.7, -0.7, 0.2, -5.9, 1.1, -10.5, -0.6, 8.3
- CCOC(=O)c1c(C)n(O)c2ccc(Cl)cc2c1=O
  -0.4, 7.0, -1.5, 4.8, -0.1, 0.2, -11.6, -1.9, -7.2
- Cc1ccc(S(=O)(=O)N2CCN(C(=O)CC3CCCC3)CC2)cc1
  2.7, 7.1, -1.1, -3.5, 1.5, 1.4, -7.1, 4.1, 2.7
- Cc1ccc(C2CC(=O)NC3=C2C(=O)CCC3)cc1Br (stereo not given)
  -1.3, 3.8, 0.3, -5.0, -6.4, 1.6, -5.8, -23.5, -12.8

Assay outcomes deposited in PubChem BioAssay by several laboratories.
